# Anthrax LF inh2 = Bacillus anthracis LF protease inhibitors, primary screen, biochemical, multiplex microsphere, MLPCN library. Lethal factor (Bacillus anthracis), P15917. multiplex microsphere protease cleavage assay. inhibition, % at 10 µM. 0.12% of 360,000 active; in the data active = inhibition above about 30%; inconclusive = no clear call, values can overlap the other calls; also: plate controls were buffer without enzyme for full effect and enzyme alone for no effect
# Rv3671c inh = Rv3671c serine protease inhibitors, primary screen, biochemical, fluorescence polarization, M. tuberculosis H37Rv | AID 2606, 2010 | 0.048% of 320,000 active | inhibition, % at 5.96 µM; in the data active = inhibition above about 38%;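 also: extracellular domain of Rv3671c used as enzyme; 0% = enzyme with DMSO and 100% = no enzyme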
# VHR inh abs = VHR1 phosphatase inhibitors, primary screen, biochemical, absorbance, uHTS; inhibition, % at 13.3 µM; Dual specificity protein phosphatase 3 (Homo sapiens), P51452; recombinant VHR phosphatase, pNPP absorbance; 0.52% of 290,000 active; in the data active = inhibition above about 50%; also: some compounds called inactive have numbers as strong as hits
# SARS 3CLpro inh = SARS-CoV 3CLpro protease inhibitors, primary screen, biochemical, quenched FRET. recombinant SARS-CoV 3CLpro, quenched FRET peptide cleavage. 0.14% of 290,000 active. inhibition, % at 6 µM. AID 1706, 2009. Replicase polyprotein 1ab (Severe acute respiratory syndrome coronavirus), P0C6X7; in the data active = inhibition above about 12%
# PriA SSB inh = inhibitors of Klebsiella pneumoniae PriA binding to SSB C-terminal tail, primary screen, biochemical, AlphaScreen; PriA–SSB C-terminal tail interaction (Klebsiella pneumoniae); AlphaScreen SSBct-PriA binding, biotinylated peptide; inhibition, % at 33 µM; 0.6% of 430,000 active; AID 1272365, 2023; in the data active = inhibition mostly above about 37%, no sharp cut-off; inactive = mostly below about 20%;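 also: plate controls were negative control peptide for no effect and reference peptide for full effect; strong numbers were not always called active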
# Yp Topo-I inh = Yersinia pestis topoisomerase I inhibitors, primary screen, biochemical, cleavage product accumulation, plate reader, single point | DNA topoisomerase I (Yersinia pestis CO92) | Y. pestis Topo-I cleavage product accumulation | activity, % at 10 µM | 0.064% of 360,000 active; in the data active = activity above about 50%, passing the limit was not always enough; inconclusive = no clear call, values can overlap the other calls; also: inactives centre near 2
# BH1578 lux ind = inducers of Vibrio cholerae quorum light production without autoinducers, primary screen, BH1578 luxS cqsA deficient, single point. V. cholerae BH1578 lux reporter, luminescence, 6 h. activation, % at 18.7 µM. 0.16% of 350,000 active; in the data active = activation mostly above about 9.7%, no sharp cut-off; inconclusive = no clear call, values can overlap the other calls; inactive = mostly below about 3.7%; also: not every result past the cut was called active; inactives centre near 0; reference of the scale not given here
# TcdB inh = TcdB glycohydrolase inhibitors, primary screen, biochemical, single point, plate reader. Toxin B (Clostridioides difficile), P18177. TcdB glycohydrolase enzymatic assay. inhibition, % at 9.99 µM. 0.24% of 350,000 active. AID 652162, 2013; in the data active = inhibition above about 10%
# PfHsp40 rescue = rescue of yeast from PfHsp40 toxicity, primary screen, S. cerevisiae, ATP luminescence; S. cerevisiae expressing PfHsp40, growth rescue; growth rescue, % at 12.5 µM; 0.68% of 340,000 active; in the data active = growth rescue above about 28%, passing the limit was not always enough; inconclusive = no clear call, values can overlap the other calls;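 also: yeast W303a lacking pdr1 and pdr3 grown in galactose medium; growth measured after three days at 30 °C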
# MazEF act = activators of E. coli MazEF toxin-antitoxin RNase, primary screen, biochemical, fluorescence, uHTS. FAM/BHQ RNA-DNA oligo cleavage fluorescence, 5 h. activation, % at 20 µM. 0.32% of 350,000 active; in the data active = activation above about 50%
# * = called active by the depositor; i = inactive; ? = inconclusive; . = no result given; & = joins results of further samples.
canonical_smiles	TcdB inh	PriA SSB inh	SARS 3CLpro inh	BH1578 lux ind	PfHsp40 rescue	Yp Topo-I inh	Rv3671c inh	Anthrax LF inh2	MazEF act	VHR inh abs
COc1ccccc1N1CCN(C(c2ccccc2Cl)c2nnnn2C(C)(C)C)CC1 (stereo unspecified)	.	4	0	-0.9	3.6	9	9	0	-3	-3
CCc1ccc(NC(=O)/C(C#N)=C/c2cn(CC(=O)O)c3ccccc23)cc1	-0.3	-8	2	-0.4	-0.6	8	2	-4	2	23
COc1cc(OC)cc(C(=O)NC(C(=O)NCCN(C)C)C23CC4CC(CC(C4)C2)C3)c1 (stereo unspecified)	.	-2	0	i	1.6	-14	-6	0	6	32
Cn1c(=O)c2cn(-c3cccc4ccccc34)cc2n(C)c1=O	.	-2	.	-1.0	-0.9	16	0	-2	3	4
Cc1c(Cl)cnc(NC(=O)COC(=O)C2CC3CCCC(C2)C3=O)c1Cl (stereo unspecified)	-0.1	-1	.	1.0	0.0	5	7	-5	2	.
COC(=O)c1c(-c2ccc(OC)cc2)oc2ccc(-c3cc(OC)c(OC)c(OC)c3)cc12	-0.3	1	.	-5.0	0.2	-1	-5	12	5	.
C=CCn1nc2ccccc2c1OC	1.3	0	.	i	-0.9	-2	-2	3	5	.
CCN(c1ccc2c(c1)OCO2)S(=O)(=O)c1cc(Br)cc2c1N(C(C)=O)CC2	-0.1	-8	-9	i	1.7	21	7	0	-18	30
NCCCCc1ccc2ccc3cccc4ccc1c2c34	1.0	5	.	1.8	1.6	-27	.	-7	-2	.
N#Cc1cccc(Oc2ccc(S(=O)(=O)N3CCCC3)cn2)c1	1.9	1	.	-1.1	-1.1	2	.	2	0	.
Cc1cccc(C#CC2=CC(=O)CC(C)(C)C2)c1	1.8	.	.	-0.4	.	-1	.	-2	5	.
COc1ccc(NC(=O)Nc2ccc3c(c2)C(=O)N([C@H](C)CO)C[C@H](C)[C@@H](CN(C)C(=O)Nc2ccc(C(F)(F)F)cc2)O3)cc1	-0.6&-7.2	6	.	6.4	0.1	2	-15	-1	-7	.
CC(C)N1CCN(Cc2ccc(C#CC(C)(C)O)cc2)CC1CCO (stereo unspecified)	0.2	0	2	-0.6	0.2	1	4	0	6	26
CCN1CCN(c2c(Cl)cccc2NC(=O)c2ccc(Br)o2)CC1	.	-14	0	-0.5	-0.3	-4	-4	-3	-2	9
COc1ccc2nc(NC(=O)CN3CCN(C)CC3)sc2c1	.	7	2	-0.3	?	-13	-5	-4	1	26
Cc1cc(NC(=O)c2cnn3cccnc23)no1	1.2	7	4	-7.1	-0.8	4	7	2	-4	-12
COC(=O)c1ccc(-c2cc(C(=O)O)c3cc4c(cc3n2)OCCO4)cc1	.	-8	0	-0.5	0.1	0	5	-3	11	52*
Cc1cc2c(cc1C)N[C@]1(C[C@H]3CCCC(=O)N4CC[C@@H](C1)[C@@H]34)C(=NC(C)(C)CC(C)(C)C)N2	-0.2	19	.	2.7	0.6	20	.	0	5	.
O=C(/C=C/c1ccc2c(c1)OCO2)NCCSCc1c(Cl)cccc1Cl	.	-13	2	-0.3	0.9	25	-46	0	-19	0
CC(C)[C@@H](NC(=O)OC(C)(C)C)C(=O)NCC1CCC(C(=O)N[C@@H](Cc2ccccc2)C(=O)O)CC1 (stereo partly specified)	1.8	-2	-5	-0.6	1.2	4	4	9	-22	27
O=C1CCCc2ccccc2N1Cc1ccc(F)cc1	0.1	-3	3	0.6	-2.4	10	7	1	0	30
CCOc1ccc(-c2cc(C(=O)NCCOC)[nH]n2)c(C)c1	0.4	.	.	-0.4	.	-4	.	-2	.	.
COc1ccc(C2(c3ccc(OC)cc3)NC(=O)N(CC(=O)Nc3ccc(C(N)=O)cc3)C2=O)cc1	2.0	5	-2	-0.5	0.7	1	-12	0	-1	-2
O=C(COC(=O)CC1CC2CCC1C2)Nc1ccccc1[N+](=O)[O-] (stereo unspecified)	1.5	18	.	-8.3	1.3	33	10	1	-6	.
Cc1cc(C)c2sc(N(CCN(C)C)C(=O)c3cc(Cl)sc3Cl)nc2c1	0.1	21	2	i	-0.2	11	-7	.	-4	15
COc1cc(C)c(C)cc1S(=O)(=O)N1CCN(Cc2ccc3c(c2)OCO3)CC1	.	14	-5	i	15	27	8	-1	-2	-23
CC1CCCC(NC(=O)COC(=O)c2ccccc2C(=O)N(C)C2CCCCC2)C1C (stereo unspecified)	-0.2	.	.	-3.3	.	26	.	-1	-6	.
CCCCNC(=O)c1ccc(NC(C)=O)c(Cl)c1	0.0	-2	9	-0.3	-0.8	0	5	-6	-1	9
c1ccc(Cn2nnc3c(N4CCCCCC4)ncnc32)cc1	1.7	-12	6	-0.1	0.4	32	-5	-2	7	11
CC(C)c1ccc(Nc2nc(NCc3ccco3)nc(N3CCOCC3)n2)cc1	.	0	0	i	-0.6	-7	-3	-3	11	8
CCOC(=O)C(C)n1cnc2scc(-c3ccc(C)c(C)c3)c2c1=O (stereo unspecified)	1.6	-1	-5	-0.3	4.8	29	-1	3	9	44
CC1(OC(=O)CCc2ccccc2)C(=O)C=C2C=C(c3ccc(C#N)cc3)N(CCN3CCOCC3)C=C2C1=O (stereo unspecified)	1.8	-6	.	0.3	-1.2	9	-28	-8	-3	0
CN(C)c1ccc(Sc2ccc3nc(N)nc(N)c3c2)cc1	3.9	.	.	0.6	.	-3	.	-9	37	.
COC(=O)N1C(=O)[C@](c2ccsc2)(C(C)C)N1C(=O)OC	0.9	0	-3	-0.4	0.9	-4	-1	-4	-2	25
Cc1cnc(C(=O)OCC(=O)Nc2ccc(Cl)cn2)cn1	-0.2	-6	.	-3.7	1.0	7	-2	6	-2	.
CC(=O)Nc1ccc(NC(=O)CSc2nnc(NC(=O)c3ccccc3F)s2)cc1	1.6	.	.	i	.	3	.	-6	3	.
CC(NC(=O)CCc1nnc(-c2ccc(-c3ccccc3)cc2)o1)c1nc2ccccc2[nH]1 (stereo unspecified)	0.3	4	3	.	0.9	21	6	-2	3	-10
COC(=O)c1cc(S(=O)(=O)N(C)C2CCCCC2)oc1C	3.3	-27	-4	i	.	4	-2	3	1	6
CCOc1ccc(C(=O)NCC(=O)Nc2cc(C)ccn2)cc1OCC	-0.1	0	.	-0.6	0.2	1	1	1	8	.
O=C(CCc1c[nH]c2ccccc12)N1CCN(c2ccc(O)cc2)CC1	-0.4	-5	5	-0.4	1.0	-2	6	-3	8	-5

# Reprinted from the part before: two entries, then new ones.
canonical_smiles	TcdB inh	PriA SSB inh	SARS 3CLpro inh	BH1578 lux ind	PfHsp40 rescue	Yp Topo-I inh	Rv3671c inh	Anthrax LF inh2	MazEF act	VHR inh abs
CCOc1ccc(C(=O)NCC(=O)Nc2cc(C)ccn2)cc1OCC	-0.1	0	.	-0.6	0.2	1	1	1	8	.
O=C(CCc1c[nH]c2ccccc12)N1CCN(c2ccc(O)cc2)CC1	-0.4	-5	5	-0.4	1.0	-2	6	-3	8	-5
O=C(CCNC(=O)c1ccco1)NCc1ccc(F)cc1	1.9	-2	.	-5.9	0.1	-2	4	-3	2	.
O=C(c1ccco1)N1CCN(C2CC(=O)N(c3ccc4c(c3)OCO4)C2=O)CC1 (stereo unspecified)	.	-1	8	i	0.1	-1	2	-2	3	9
O=C(COC(=O)c1ccc(F)c(S(=O)(=O)N2CCOCC2)c1)NCc1ccccc1	-11	-16	.	-4.3	0.5	2	-3	-5	-1	.
Nc1ccc(-n2ccnc2)cc1	.	1	-2	2.2	0.8	4	1	-2	1	8
O=C(CSc1nc(O)cc(=O)n1C1CCCC1)Nc1cccc(Cl)c1Cl	2.1	10	-1	-1.3	-1.0	-7	-22	-1	-31	-1
Cc1ccc(C(=O)N/C(=C/c2ccc(-c3cccc([N+](=O)[O-])c3)o2)C(=O)NCCCN(C)C)cc1	5.2	22	-11	3.3	-1.1	-33	7	-5	23	7
CCOc1ccc(-c2c(C(=O)N/N=C(\C)c3ccco3)nnn2-c2nonc2N)cc1	2.4	.	3	-0.3	-2.2	8	1	-2	3	20
O=C(O)C1CC=CCC1C(=O)NCCc1ccccc1 (stereo unspecified)	.	-18	1	i	-1.4	5	4	1	3	19
CCOC(=O)CSc1nnc(-c2ccco2)n1C	.	-17	-5	-0.2	0.2	2	-2	-18	34	5
CCc1nnc(NC(=O)CCC(=O)NC2CCCC2)s1	1.0	-3	-2	-0.3	-0.8	4	-6	-1	1	-1
Cc1cc(C)c(C(=O)CSc2nc(C)cc(C)c2C(N)=O)c(C)c1	.	-5	-4	0.0	-0.7	5	-3	1	-7	28
CN(C)c1ccc(C2C3=C(CCCC3=O)OC3=C2C(=O)CCC3)cc1	.	8	3	.	-0.7	-1	-3	-1	0	11
Cc1cc(C)c(C)c(S(=O)(=O)N2CCC(C(=O)N3CC(C)CC(C)C3)CC2)c1C (stereo unspecified)	1.4	-5	.	1.1	-0.7	16	0	1	2	.
COc1ccc(NC(=S)N(Cc2cccc(Br)c2)CC2CCC(C(=O)O)CC2)cc1 (stereo unspecified)	-2.1	-5	9	-0.1	-0.4	5	6	2	1	30
CC1=C(C(=O)N(C(C)C)C(C)C)CC(CC(=O)NC2CCCC2)C(=O)N1Cc1ccccc1 (stereo unspecified)	3.1	.	.	2.3	.	18	.	-1	3	.
O=C(Cc1ccccc1)NCC(=O)N1CCc2ccccc2C1	0.6	-9	-2	0.6	-1.7	-6	-5	-7	7	10
COc1ccc(-c2nc3ccccc3c(=O)n2NC(=S)N(C)C)cc1	.	-2	-1	i	-2.1	4	-1	3	7	17
CCc1ccc(-c2ccc(C(=O)O)c(C)n2)cc1	.	-10	-3	i	-0.4	-9	1	-2	4	4
O=C(COc1ccc2c(c1)C(=O)CC1(CCCCC1)O2)NCc1ccccc1	.	-13	-3	-0.5	3.3	9	2	0	7	21
CCOc1ccccc1N1CCN(C(=O)CNC(=O)c2sc3ccccc3c2Cl)CC1	0.2	-3	4	-0.4	0.6	19	-2	-1	-33	-16
CCOC(=O)CCNC(=O)Nc1ccc2nc(C)n(Cc3ccccc3Cl)c(=O)c2c1	.	-5	-4	-0.6	0.3	9	-7	-5	7	-25
Cc1cccc(C(=O)NCCN2CCCC2)c1	.	-1	0	-2.0	0.2	1	7	-2	-2	31
OCCC1CN(Cc2ccc(F)cc2)CCN1CCCc1ccccc1 (stereo unspecified)	-1.7	-6	1	-0.2	0.2	-2	.	-4	-25	12
O=C1N/C(=N\N=C\c2cccs2)SC1Cc1cccc(Cl)c1Cl (stereo unspecified)	.	.	6	-1.4	-0.4	6	-2	1	-6	15
Cn1ncc(Cl)c1C(=O)N1CCc2ccccc21	.	0	0	-0.4	-0.5	3	-5	0	-8	22
COc1ccc(OC)c(CN2CCN(S(=O)(=O)c3ccc(NC(C)=O)cc3)CC2)c1	-0.5	-1	2	0.7	1.0	9	8	0	8	-8
Cc1ccc(N(Cc2ccccc2)C(=O)c2ccc(Cl)c(S(=O)(=O)N3CCOCC3)c2)cc1	0.4	-1	.	-0.6	4.0	44	-5	0	-11	.

# Source: PubChem BioAssay (several laboratories)

# The list is partial; the hit share may differ from the screen's.
